12-LOX inh: inhibitors of human 12S-lipoxygenase ALOX12. P18054. purified 12hLO, xylenol orange hydroperoxide absorbance. Potency, µM (series often up to 108 µM), without a hit: at the top dose activity change, negative = inhibition, usual class: inhibitors. 1.1% of 580,000 active; note: potency is the fitted concentration of half-maximal effect
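Purified human 12hLO at 150 nM in 25 mM Hepes, 0.01% Triton X-100, pH 7.0, preincubated 15 min at room temperature with compound. Reaction started with 40 uM arachidonic acid, 30 min at room temperature. Hydroperoxide measured by Fe-xylenol orange, 573/405 nm absorbance ratio.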
PI4K2A block: PI4K2A (human) kinase inhibition | Q9BTU6 | purified PI4K2A, ADP-Glo luminescence, 1 h; active compounds read low | activity change, negative = inhibition, % at 76.9 µM | 0.13% of 420,000 active | AID 1346378; in the data active = activity change below about -50%; inconclusive = mostly about -30% to -49%;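 note: -100% = wells without enzyme as full effect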
Target sequence (Q9BTU6 whole entry, looked up): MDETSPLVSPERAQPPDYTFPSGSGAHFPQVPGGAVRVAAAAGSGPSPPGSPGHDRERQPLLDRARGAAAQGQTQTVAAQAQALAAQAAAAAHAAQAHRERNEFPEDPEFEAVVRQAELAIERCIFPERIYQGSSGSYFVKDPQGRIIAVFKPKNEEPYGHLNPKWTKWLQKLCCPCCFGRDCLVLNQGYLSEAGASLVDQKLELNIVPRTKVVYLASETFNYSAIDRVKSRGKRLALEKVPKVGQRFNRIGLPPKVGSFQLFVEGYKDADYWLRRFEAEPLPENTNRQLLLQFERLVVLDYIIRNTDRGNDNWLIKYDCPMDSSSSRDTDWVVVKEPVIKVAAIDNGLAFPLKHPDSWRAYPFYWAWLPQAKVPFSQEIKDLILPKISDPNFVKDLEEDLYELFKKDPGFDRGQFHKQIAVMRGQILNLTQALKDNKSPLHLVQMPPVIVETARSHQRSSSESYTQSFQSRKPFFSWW
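PI4K2A activity was measured by ADP-Glo luminescence: enzyme (4 ug/mL stock) and phosphatidylinositol (1.2 mM stock) in Tris pH 7.5/MgCl2/EGTA/Triton X-100 buffer were reacted with ATP (300 microM stock) for one hour at ambient temperature.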
GLS inh: blocks human kidney-isoform glutaminase activity | O94925 | GLS enzymatic activity, qHTS titration | Potency, µM (titrated, usually from 45.5 µM), for inactives: top-dose activity change, negative = inhibition, most hits filed as inhibitors | 0.21% of 410,000 active | AID 624170; note: potency is the fitted concentration of half-maximal effect
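Compounds were pin-transferred onto hKGA, after which L-glutamine (1 mM solution) and a detection mix of glutamate oxidase, HRP and Amplex Red were added. Initial and 30 min RT fluorescence reads were collected.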
* = called active by the depositor; i = inactive; ? = inconclusive; [ ] = dose if it differs, or a comment. Unless noted, calls come from the whole dose curve; as a rule, active = well fitted inhibition curve with a large enough effect; inconclusive = small, poorly fitted or top-dose-only effect, or another doubt; inactive = no such curve, though single readings can be large or run the other way. Unless noted, % is set by controls: 0 for no effect and ±100 for the full control effect. The list is partial; the hit share may differ from the screen's.

Compound,12-LOX inh,GLS inh,PI4K2A block
COC1OC(c2ccccc2)=C(c2ccc(C(N)=O)cc2)c2ccc(F)cc21 (centres undefined),0%,-10%,-5
CCc1nc2c(OCc3ccc4c(c3)OCO4)cccn2c1N(C=O)Cc1ccc(OC)cc1,-4%,-4%,-3
CCCc1nc2c(C)cc(Br)cn2c1Cc1ccsc1,?,11%,-7
COc1ccc(CN2C(=O)CCC2(C)c2nnnn2Cc2ccccc2)cc1 (centres undefined),0%,-21%,2
CCCCN1C(=O)C(CC(=O)NCc2cccc3ccccc23)CC(C(=O)N(CC)CC)=C1C (centres undefined),-6%,-1%,-4
CCOC(=O)C1CCN(C(=O)c2ccc3c(=O)n4nc(Nc5ccccc5OC)sc4nc3c2)CC1,0%,2%,4
COc1ccc(-c2nc3cc(C)c(Br)c(C)n3c2CC2CCCCC2)cc1OC,?,3%,-7
COc1ccc2c(c1)c1c(c(=O)n(-c3ccc(C)cc3)c(=O)n1CC(=O)NCC1CCCO1)n2C (centres undefined),?,1%,-4
Cc1cccc(NC(=O)COC(=O)CN2C(=O)C3CCCCC3C2=O)c1C (centres undefined),10%,-9%,7
CC1(C(=O)NS(=O)(=O)Cc2cccc(Cl)c2)CCN1C(=O)CC1CCCC1 (centres undefined),-16%,-2%,-2
CCC(CC)C(=O)N(C)c1c(C)nc2c(OCc3cccc(Cl)c3)cccn12,-5%,3%,-3
Cc1cc2nc(-c3ccc(C#N)cc3)c(Cc3ccsc3)n2c(C)c1Br,?,7%,3
O=S1(=O)CC(N2CCSCC2)CN1Cc1cn(Cc2ccc(Cl)cc2)nn1 (centres undefined),16%,0%,0
CN(C)S(=O)(=O)c1ccc(C(=O)Nc2nnc(SCC(=O)N3CCOCC3)s2)cc1,-18%,2%,-2
CC1(C(=O)NS(=O)(=O)c2ccc(Cl)cc2)CCN1C(=O)Cc1cccc2ccccc12 (centres undefined),1%,1%,-4
C[C@H](CO)N1C[C@H](C)[C@H](CN(C)C(=O)c2ccccc2F)Oc2ncc(Br)cc2C1=O,?,-3%,7
COc1ccc(-c2ccc(N3C(c4cc(OC)cc(OC)c4)=Cc4ccc(OC)cc4C3CC(C)=O)cc2)cc1 (centres undefined),?,4%,-4
O=C(NC(c1ccccc1)c1ccsc1)C1CCN(Cc2ccc(Oc3ccccc3)cc2)CC1 (centres undefined),?,2%,0
C[C@H](c1ccccc1)N1C[C@H](COCc2ccccc2)Oc2cc(N3CC[C@@H](N(C)C)C3)ccc2S1(=O)=O,?,-2%,1
COc1ccc(C(C)(C)C)cc1NC(=O)CN(C)C1=NS(=O)(=O)c2ccccc21,?,9%,-2
CCOc1ccc(NC(=O)COC(=O)C2COc3ccccc3O2)cc1 (centres undefined),-20%,1%,1
CN(C)C(=O)C1=NOC2(C1)C(=O)Nc1ccccc12 (centres undefined),?,-1%,-1
Cc1ccccc1CN1C[C@H]2CON(C)[C@H]2C[C@H]1c1cccc(Br)c1,-11%,8%,-7
COc1ccc(Cl)c(-c2cc(C(=O)NCc3ccc(C(F)(F)F)cc3)[nH]n2)c1,12%,-2%,-2
Cn1c(=O)c2cc(NC(=O)NCc3ccccc3)ccc2n1Cc1cccc(C(F)(F)F)c1,?,2%,-5
O=C(C[C@H]1C[C@H]2c3cc(NC(=O)CC4CC4)ccc3O[C@H]2[C@H](CO)O1)NCc1ccccc1F,-25%,6%,6
CCc1ccc(CN2CCC(n3nccc3NC(=O)c3ccccc3OC)CC2)o1,-6%,5%,-1
C[C@H](CO)N1C[C@H](C)[C@H](CN(C)C(=O)c2ccc3ccn(C)c3c2)OCc2cnnn2CCCC1=O,-24%,-3%,5
CC(=O)c1ccc(Nc2nc(C(N)Cc3ccc(Cl)cc3)cs2)cc1 (centres undefined),-26%,6%,-7
Cc1c(C(=O)NCc2ccc(Cl)c(Cl)c2)sc(=O)n1Cc1ccc(S(C)(=O)=O)cc1,30%,4%,0

Single entries from the results shown.
COc1ccc(C(C)(C)C)cc1NC(=O)CN(C)C1=NS(=O)(=O)c2ccccc21 in PI4K2A block shows -2
CN(C)C(=O)C1=NOC2(C1)C(=O)Nc1ccccc12 (centres undefined) in PI4K2A block shows -1
Cn1c(=O)c2cc(NC(=O)NCc3ccccc3)ccc2n1Cc1cccc(C(F)(F)F)c1 in PI4K2A block shows -5

For convenience, some entries already given.
Compound,12-LOX inh,GLS inh,PI4K2A block
Cn1c(=O)c2cc(NC(=O)NCc3ccccc3)ccc2n1Cc1cccc(C(F)(F)F)c1,?,2%,-5
O=C(C[C@H]1C[C@H]2c3cc(NC(=O)CC4CC4)ccc3O[C@H]2[C@H](CO)O1)NCc1ccccc1F,-25%,6%,6
CCc1ccc(CN2CCC(n3nccc3NC(=O)c3ccccc3OC)CC2)o1,-6%,5%,-1

The list goes on:
Compound,12-LOX inh,GLS inh,PI4K2A block
CCOC(=O)Cc1ccc(Nc2nc3cc(-c4ccccc4C)sc3c(=O)n2C)cc1,-5%,-8%,8
CN(C)C=Nc1ccc([N+](=O)[O-])c2ccccc12,0%,-2%,1
COc1cccc(CNc2nc(NCC3CC3)nc3ccsc23)c1,?,4%,3
CN(C)Cc1csc(NC(=O)Nc2cccc(C(F)(F)F)c2)n1,-6%,12%,-5
Cc1cc(C)cc(Cn2c(C)c(C(=O)N(C)Cc3ccc(F)cc3)sc2=O)c1,2%,-12%,-7
O=C(NCc1cccnc1)c1cc(C2CCCCN2S(=O)(=O)c2cccs2)on1 (centres undefined),-20%,2%,-3
Cc1cc(Br)cn2c(Cc3cccc(F)c3)c(-c3ccc(C#N)cc3)nc12,-11%,-3%,-4
CCCCCC(=O)N1C[C@@H](n2cc(C3CC3)nn2)[C@H](O)C[C@@H]1c1ccc(C)cc1,?,0%,-8
O=C(Nc1ccc(Cl)cc1C(=O)c1ccccn1)c1ccccc1,-6%,-7%,2
COc1ccc(CC(=O)Nc2cc(S(=O)(=O)N3CCCCC3)ccc2OC(C)C)cc1OC,-52%,0%,-4
CC#CC(=O)N1CCC(n2nccc2NC(=O)CCc2ccccc2)CC1,0%,-10%,8
CC(C)(C)c1cc(NC(=O)C2(C)CCN2C(=O)c2ccccc2CCc2ccccc2)no1 (centres undefined),1%,-2%,-2
CC(C)(C)S(=O)N1Cc2cc(C(=O)N3CCOCC3)nc(-c3cccc(Br)c3)c2[C@@H]1CCO (some centres undefined),5µM*,-8%,-10
CC(=O)Nc1cccc(-c2cc(NC(C)=O)c3ncc(-c4ccccc4)n3c2)c1,-11%,-4%,-11
O=c1cc(CN(Cc2ccccc2)Cc2ccccc2)c2ccccc2o1,-3%,-9%,1
CC(C)CC1NC(=O)c2cc3ccccc3cc2-n2c1nc1cc(Cl)ccc1c2=O (centres undefined),-11%,1%,3
COCCN1C[C@@H](CO)O[C@@H](n2cnc3c(N4CCN(c5ccccc5)CC4)ncnc32)C1,-17%,17%,-3
CC(=O)Nc1cccc(-c2ccnc3c2CC(C)(C(=O)NCC2CC2)O3)c1 (centres undefined),2%,5%,0
CN(C)CCNc1ncnc2c1ncn2[C@H]1CN(Cc2ccc(Cl)cc2)C[C@@H](CO)O1,4%,-4%,5
C[C@H]1CNC(=O)c2c(C(=O)NC3CCN(C(=O)OC(C)(C)C)CC3)ncn21,-6%,6%,-8
O=C1NC[C@H](CCCCN2C[C@@H](Cc3ccccc3)N(CC3CCCCC3)C(=O)C2=O)N(CCC2CCCCC2)C1=O,?,-16%,7
C=CCC1(CC=C)CC(Cc2cnccn2)N(C(=O)OC(C)(C)C)C1 (centres undefined),0%,3%,1
O=S1(=O)CC(N2CCN(c3ccccn3)CC2)CN1Cc1ccc(F)cc1 (centres undefined),?,-6%,0
CC(C)[C@@H]1Cc2[nH]n(C)c(=O)c2[C@H](c2ccc(Cl)cc2)O1,-22%,-2%,1
COCc1cccc(-c2csc(C(N)c3ccc(F)c(F)c3)n2)c1 (centres undefined),-4%,12%,2
CC(=O)c1ccc(OCC(=O)Nc2nnc(C3CC3)s2)cc1,-3%,-4%,6
Cc1ccc(S(=O)(=O)NC(=O)C2(C)CCN2C(=O)c2c(C)noc2C)cc1 (centres undefined),2%,-1%,2
CCCCc1c(-c2ccc(Cl)cc2)ncn1CCc1ccccc1OC,-15%,3%,4
Nc1cc(=O)nc2cn[nH]n12,0%,-3%,1
CC(C)n1c(=O)c2ccccc2n1Cc1cn(Cc2cccnc2)nn1,-19%,4%,-1
CCN(CC)c1ccc(C(NC(=O)C(C)C)c2ccc3cccnc3c2O)cc1 (centres undefined),-23%,21%,3
CC1(C(=O)Nc2ccccc2Br)CCN1C(=O)CC1CC1 (centres undefined),-16%,4%,-3
COc1cccc(C(NC(C)=O)c2nc(-c3ccc(F)c(Cl)c3)cs2)c1 (centres undefined),3%,5%,-3
CC(C)(C)Cc1c(-c2ccc(Br)cc2)nc2ccc(Cl)cn12,?,0%,-2
COc1cccc2c1OC1(N3CCOCC3)CCCCC1C2C[N+](=O)[O-] (centres undefined),-27%,1%,-8
O=S1(=O)CC(N2CCN(CC3CC3)CC2)CN1CCc1ccccc1 (centres undefined),2%,7%,-2
Cc1nc2ccc(NC(=O)c3ccccc3)cc2c(=O)n1Cc1ccc(F)cc1,13%,-4%,2
O=[N+]([O-])c1ccc2cccnc2c1,-21%,-2%,-2
COc1ccc(C(C#N)=Cc2ccccc2OC)cc1,0%,-3%,-1
O=Cc1ccc2c(c1)OCCOCCOCCOCCO2,21%,-8%,3
O=C1NC[C@H](CCCCN2CCN(CCc3ccccc3)C(=O)C2=O)N(CCC2CCCCC2)C1=O,-12%,?,3
O=C(Oc1ccccc1)c1cccc(C(=O)Oc2ccccc2)c1,-9%[57.4 µM],-11%[99.4 µM],i
CCC(CC)C(=O)N(C)c1c(C)nc2c(OCc3ccccc3C(=O)OC)cccn12,-22%,4%,-1
N#Cc1cccc(NC(=O)c2cc(C3CCCCN3C(=O)C3CC3)on2)c1 (centres undefined),16%,14%,-5
COc1ccccc1S(=O)(=O)N(C)C[C@@H]1OCc2cn(nn2)CCCC(=O)N([C@H](C)CO)C[C@H]1C,?,-3%,-17
C[C@@H]1CN([C@H](C)CO)C(=O)CCCn2nncc2CO[C@H]1CN(C)Cc1cccc(C(=O)O)c1,-4%,6%,4
COc1ccc(-c2cc3nc(-c4ccccc4)cc(N4CCN(C(=O)c5ccccc5)CC4)n3n2)cc1,?,-1%,-2
c1ccc(Oc2ccc(-c3cc(NCCc4cccnc4)n4nccc4n3)cc2)cc1,?,-6%,5
COc1cc(C(=O)N2CCCCC2c2cc(C(=O)Nc3ccccc3)no2)cc(OC)c1C (centres undefined),-3%,3%,-5
CCOC(=O)C1(C)CCN1C(=O)Cc1ccc(OC)cc1 (centres undefined),33%,-3%,-4
CC1Cc2[nH][nH]c(=O)c2C(C2CC2)O1 (centres undefined),-9%,12%,?
O=C(Cc1csc(-c2cccc(F)c2)n1)Nc1cccc(S(=O)(=O)NC2=NCCC2)c1,-25%,4%,-3
COc1ccc(NC(=S)Nc2ccc3c(c2)c(=O)n(C)n3-c2ccccc2)cc1,?,4%,-10
CC(C)(C)Cc1c(-c2ccc(F)cc2)nc2ccc(Cl)cn12,?,1%,7
CC(=O)Nc1ccc(-c2ccnc3c2CC(C(=O)Nc2ccc4c(c2)OCO4)O3)cc1 (centres undefined),-4%,1%,4
CNC(=O)C1(C)CCN1C(=O)Cc1ccc(C(C)C)cc1 (centres undefined),0%,-2%,-3
COc1ccc(Cl)cc1-c1cc(C(=O)NC2CCCCC2)[nH]n1,-4%,-6%,4
O=C(c1ccco1)N1CCN(C(=O)c2[nH]c(C(F)(F)F)nc2-c2ccccc2)CC1,-8%,2%,2
Cc1cc(/C=C(\C#N)C(=O)OCC(=O)N(C)c2c(N)n(Cc3ccccc3)c(=O)[nH]c2=O)c(C)n1CC(C)C,-14%,-8%,1
COC(=O)N(C)C[C@H]1OCc2cn(nn2)CCCC(=O)N([C@@H](C)CO)C[C@@H]1C,-6%,0%,0

Continued.
Compound,12-LOX inh,GLS inh,PI4K2A block
CC1(C(=O)NS(=O)(=O)c2ccccc2C(F)(F)F)CCN1C(=O)c1cccc(F)c1 (centres undefined),?,11%,-11
CC(C)NC(=O)c1cc(C2CCCCN2S(=O)(=O)c2cccc3cccnc23)on1 (centres undefined),-9%,2%,0
CCN(CC)C(=O)C1=C(C)N(Cc2ccc(OC)cc2)C(=O)C(CC(=O)NCc2cccc3ccccc23)C1 (centres undefined),-29%,-1%,2
O[C@@H]1C[C@H](c2ccccc2)N(CC2CCCCC2)C[C@H]1n1cc(C2CC2)nn1,-5%,12%,-4
